Screens as filed in PubChem BioAssay.
FXIIa inh 1536 – human FXIIa protease inhibitors, primary screen, biochemical, 1536-well. Coagulation factor XII (Homo sapiens), P00748. purified FXIIa, Boc-QGR-AMC fluorogenic substrate, 2 h. inhibition, % at 5 µM. 0.3% of 220,000 active; in the data active = inhibition above about 40%;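 note: 0% = enzyme with no compound and 100% = blank without enzyme; many of its hits are not listed in these tables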
14-3-3 Bad inh – inhibitors of 14-3-3 zeta/Bad binding, primary screen, biochemical, TR-FRET, bovine 14-3-3 zeta; 14-3-3 protein zeta/delta (Bos taurus), P63103; inhibition, % at 21.7 µM; AID 781, 2007; 0.71% of 220,000 active; TR-FRET 14-3-3zeta/Dy647-pBad peptide displacement, 1 h;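 active = inhibition above about 70%, limit read from the data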;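 note: 0% = full 14-3-3 plus peptide FRET controls and 100% = background without 14-3-3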
Target sequence (P63103 whole entry, looked up): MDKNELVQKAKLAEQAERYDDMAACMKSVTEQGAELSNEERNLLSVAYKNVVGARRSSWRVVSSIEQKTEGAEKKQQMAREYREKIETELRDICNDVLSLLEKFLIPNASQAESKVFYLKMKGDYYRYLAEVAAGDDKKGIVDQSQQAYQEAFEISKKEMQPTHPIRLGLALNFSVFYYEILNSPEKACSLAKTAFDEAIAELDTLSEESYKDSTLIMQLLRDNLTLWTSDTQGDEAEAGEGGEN
MDM2 E3 inh – MDM2-luciferase reporter signal enhancers, primary screen, MDM2 E3 ligase inhibitor project, cell-based, luminescence, 1536-well; signal enhancement, % at 5 µM; 0.11% of 210,000 active; cell-based MDM2 ubiquitination luciferase reporter, 2 h; 0 = plate control, 100 = twice control, blank-subtracted;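 active = signal enhancement of 30% or more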;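 note: luminescence tracks abundance of the self-degrading MDM2-luciferase fusion protein; higher signal means inhibition of MDM2 E3 ligase activity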
Target sequence (Q00987 whole entry, looked up, the tested form may be a part): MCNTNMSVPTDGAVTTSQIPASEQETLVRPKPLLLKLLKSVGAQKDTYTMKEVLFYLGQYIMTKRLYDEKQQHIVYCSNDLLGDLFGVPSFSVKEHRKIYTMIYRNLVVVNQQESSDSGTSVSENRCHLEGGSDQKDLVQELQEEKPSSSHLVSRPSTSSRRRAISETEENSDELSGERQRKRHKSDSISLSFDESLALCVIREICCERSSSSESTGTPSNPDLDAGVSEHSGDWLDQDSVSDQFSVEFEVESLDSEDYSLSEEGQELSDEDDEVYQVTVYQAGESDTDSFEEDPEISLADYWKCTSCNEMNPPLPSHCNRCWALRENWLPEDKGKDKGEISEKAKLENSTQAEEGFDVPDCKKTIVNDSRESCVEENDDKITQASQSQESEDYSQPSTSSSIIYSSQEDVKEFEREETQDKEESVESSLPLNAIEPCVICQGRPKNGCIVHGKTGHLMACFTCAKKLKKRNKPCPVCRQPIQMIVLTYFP
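Buffer or medium: Cells held in DMEM | Assay system: Stable mammalian line carrying autodegrading MDM2–luciferase fusion reporter | Quantity: 2000 cells/well | Times: 4 h settle plus 2 h compound, 37 °C | Doses: One concentration, 5 µM, with 0.2% DMSO | Technique: Luminescence with SteadyLite reagent, 15 min at room temperature | Benchmarks: Plate controls and plate blanks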
eIF4E 4G PPI – eIF4E–eIF4G protein interaction inhibitors, primary screen, biochemical, uHTS, TR-FRET, eIF4GI fragment. Eukaryotic translation initiation factor 4E (Mus musculus) + Eukaryotic translation …. TR-FRET eIF4E-eIF4GI(517-606) binding, 2 h. inhibition, % at 21.7 µM. 0.37% of 220,000 active;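 active = inhibition above about 30%, limit read from the data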;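 note: 0% = full FRET control wells and 100% = background wells lacking eIF4GI fragment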
FXIa inh – human FXIa protease inhibitors, primary screen, biochemical, 1536-well. Coagulation factor XI (Homo sapiens), P03951. purified FXIa, Boc-Glu-Ala-Arg-AMC fluorogenic substrate. inhibition, % at 5 µM. 0.14% of 220,000 active;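 active = inhibition of at least 40%; inactive = inhibition below 40%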;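 note: fluorescence of freed AMC excited at 355 nm; 0% = enzyme without compound and 100% = no enzyme blank; many of its hits are not listed in these tables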
p97 ATPase inh – inhibitors of human p97 ATPase, primary screen, biochemical | recombinant p97 ATPase, Kinase-Glo ATP luminescence, 3 h | 0.42% of 220,000 active | inhibition, % at 8 µM | AID 1481, 2009 | Transitional endoplasmic reticulum ATPase (Homo sapiens), P55072; in the data active = inhibition above about 15%;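 note: 0% = DMSO vehicle and 100% = wells lacking enzyme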
Rad51 HR inh – human RAD51 strand exchange inhibitors, primary screen, biochemical, fluorescence | DNA repair protein RAD51 homolog 1 (Homo sapiens), Q06609 | 0.085% of 200,000 active | hRad51 DNA strand exchange, fluorescence dequenching | inhibition, % at 10 µM;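 active = inhibition above 40% at the single screening dose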;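 note: 0% = DMSO control wells and 100% = blanks with heterologous ssDNA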
Target sequence (Q06609 whole entry, looked up): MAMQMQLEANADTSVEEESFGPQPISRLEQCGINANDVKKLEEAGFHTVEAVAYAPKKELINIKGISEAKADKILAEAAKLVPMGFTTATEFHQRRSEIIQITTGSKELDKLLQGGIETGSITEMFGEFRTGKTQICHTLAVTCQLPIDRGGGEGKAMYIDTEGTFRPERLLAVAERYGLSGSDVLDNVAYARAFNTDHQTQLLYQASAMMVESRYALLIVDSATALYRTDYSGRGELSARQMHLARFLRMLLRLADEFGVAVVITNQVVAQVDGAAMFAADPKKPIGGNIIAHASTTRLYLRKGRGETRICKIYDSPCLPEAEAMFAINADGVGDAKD
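Test system – preformed human Rad51 ssDNA filaments · Reagent – Donor/quencher-labelled 47-bp dsDNA substrate · Incubation – 37 °C 15-min filament assembly, 30-min compound preincubation, 15-min exchange · Signal – FRET fluorescence dequenching, excitation 485 nm, emission 520 nm · Read-out – percent inhibition from fluorescence, normalised to plate control and blank means · Benchmarks – plate control and blank wells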
Wee1 degr inh – Wee1 degradation inhibitors, primary screen, cell-based, HeLa, Wee1K328M-luciferase, luminescence | HeLa Luc-Wee1K328M stability; 100% = proteasome inhibitor MG132 effect | reporter increase, % at 5 µM | 1.2% of 220,000 active | Wee1-like protein kinase (Homo sapiens), P30291;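 active = activation above the mean of all tested compounds plus 3 SD, set per screening run, cut at about 8.8% in these data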;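 note: cells exposed to compound for 20 h before luminescence read; 0% = DMSO alone and 100% = MG132 at 30 µM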
KLK5 inh – human KLK5 protease inhibitors, primary screen, biochemical, 1536-well; AID 873, 2007; inhibition, % at 5 µM; Kallikrein-5 (Homo sapiens), Q9Y337; 0.59% of 210,000 active; recombinant hK5, fluorogenic AMC substrate cleavage;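 active = inhibition of 40% or more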;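 note: 0% = enzyme controls without compound and 100% = no-enzyme blanks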
Numbers without * were called inactive; i = inactive; . = not tested or not shown; [ ] = dose if it differs, or a comment. Rows were taken by chance; any-hit rate near 3.5%.

Screens in order – FXIIa inh 1536 | FXIa inh | Rad51 HR inh | Wee1 degr inh | MDM2 E3 inh | KLK5 inh | p97 ATPase inh | 14-3-3 Bad inh | eIF4E 4G PPI
1) O=c1[nH]c2cccnc2n(CCNc2ncc(C(F)(F)F)cc2Cl)c1=O
  6 | -2 | -9 | -2 | -8 | 12 | -1 | -2 | 0
2) O=C(c1cc(-c2ccccn2)nc2ccc(Cl)cc12)N1CCN(CCc2ccccc2)CC1
  -8 | -7 | -5 | 0 | -19 | -29 | 4 | -8 | -6
3) COc1cc(/C=C2\SC(=O)N(CCN)C2=O)ccc1OS(=O)(=O)c1cc(C)ccc1C
  2 | 0 | 5 | -3 | -12 | -1 | 5 | 84* | 12
4) CCOc1ccc(NC(=O)CSc2nnc(C)n2Cc2ccccc2)cc1
  15 | 7 | 3 | 4 | -1 | -7 | -5 | 3 | -1[fluorescence artefact?]
5) C=CCn1c(SCC(=O)O)nc2sc(CC)cc2c1=O
  8 | 0 | 19 | -3 | -5 | 10 | 6 | -9 | 2
6) CC(=O)Nc1ccc(NC(=O)Cc2ccc(S(=O)(=O)N3CCCCC3)s2)cc1
  12 | 10 | 13 | -1 | 2 | -10 | -1 | -7 | 7
7) COc1cc2nc(CN(C)Cc3ccc(SC)cc3)[nH]c(=O)c2cc1OC
  5 | -4 | . | 0 | . | -5 | -7 | -6 | -14
8) CCOC(=O)Cn1nc(C)c(NC(=O)c2cccc([N+](=O)[O-])c2)c1C
  3 | -9 | 3 | -2 | 1 | -3 | 6 | -5 | -1
9) CSc1nc(N2CCN(C)CC2)c2c(c1C#N)CC(C)(C)OC2
  -4 | -5 | 23 | 2 | -8 | -4 | 2 | -1 | -5
10) CC(C)C(=O)Nc1cccc(C(=O)Nc2ccc3c(c2)OCO3)c1
  10 | 17 | 1 | 3 | -26 | 3 | 3 | -1 | -13
11) C=CCNC(=O)/C(C#N)=C/c1ccccc1OCc1ccc(C(=O)OC)cc1
  4 | -1 | -14 | -1 | -5 | -1 | 1 | -1 | 0
12) COc1ccc(CCn2c(NN=C3CCCC3)nc3c2c(=O)[nH]c(=O)n3C)cc1
  6 | -1 | 8 | -3 | . | 2 | 7 | -5 | -6
13) CC(C)(C)n1cnc2cc(NC(=O)c3cccs3)ccc21
  11 | 1 | 5 | -1 | -8 | 3 | 2 | 0 | -5
14) O=C(CN1CCC(O)CC1)N1c2ccccc2C=Cc2ccccc21
  8 | -7 | 10 | -1 | -28 | -18 | 5 | 44[fluorescence artefact?] | 3[fluorescence artefact?]
15) O=C(c1ccc(O)cc1)c1ccc(C(=O)O)c(C(=O)O)c1
  1 | -1 | 0 | 0 | -1 | -13 | 11 | 9 | -1
16) O=[N+]([O-])c1cccc(/C=N/Nc2nc(N3CCCCC3)nc(N3CCCCC3)n2)c1
  4 | -6 | -9 | 6 | -15 | -4 | -1 | -3 | 1
17) CCOCCCNc1nc2c(c(=O)n(C)c(=O)n2C)n1CCCc1ccccc1
  -4 | -8 | -5 | -2 | -10 | -22 | -3 | 1 | -6
18) CCCn1c(=O)[nH]c(=O)c2c(C(F)(F)F)cc(-c3ccc(C)cc3)nc21
  7 | -1 | 5 | -1 | 6 | 1 | 1 | 9 | -12
19) O=C(c1ccccc1)N(NC(=O)C(O)(c1ccccc1)c1ccccc1)c1cccc(F)c1
  -2 | -8 | 1 | 3 | -7 | 17 | -6 | -9 | 2[fluorescence artefact?]
20) NS(=O)(=O)c1ccc(-n2ncc3c(=O)[nH]c(SCC(=O)Nc4nccs4)nc32)cc1
  17 | 11 | 7 | -1 | . | -6 | 6 | -2 | 4[fluorescence artefact?]
21) CN(C)CCn1c(=O)n(Cc2ccco2)c(=O)c2c3c(sc21)CCCCC3
  9 | 0 | -7 | -2 | -14 | 1 | -3 | -24 | -4
22) NNC(=O)c1sc2cc(C(F)(F)F)cnc2c1-c1cccs1
  9 | 1 | -23 | 0 | -13 | . | 2 | -17 | 1
23) CCOC(=O)C(C)Sc1nnc(-c2c[nH]c3ccccc23)n1C (configuration not stated)
  29 | 22 | 0 | -1 | -12 | -28 | -7 | -1 | -2
24) Cc1cc(C)n(CC(=O)N/N=C/c2ccc([N+](=O)[O-])s2)n1
  10 | 0 | -1 | -2 | -6 | 0 | 2 | -12 | -5
25) COc1ccc(/C(O)=C2/C(=O)C(=O)N(CC3CCCO3)C2c2ccc(O)c(OC)c2)cc1 (configuration not stated)
  5 | 3 | -2 | 0 | -12 | 1 | 2 | -1 | -1
26) CC1(C)NC(=O)N(CCCOc2ccccc2Br)C1=O
  23 | 7 | -4 | -2 | -5 | -5 | 2 | -11 | 0
27) CC(=O)Nc1ccc(N2C(C(C)=O)=NN(c3ccccc3)C2c2cccs2)cc1 (configuration not stated)
  7 | 1 | -12 | -1 | -14 | -1 | 0 | -5 | -7
28) O=c1c2c(nc3c(-c4cccc5ccccc45)c[nH]n13)CCC2
  10 | 2 | 7 | 3 | 3 | 3 | 2 | 1 | 1
29) CCOC(=O)c1c(-c2ccc(C)s2)csc1NC(=O)c1cccs1
  5 | 17 | -12 | -1 | -15 | 8 | 1 | 44 | 3
30) Cc1cc(C=C2C(=O)c3ccccc3C2=O)c(C)n1-c1cccc(C(=O)O)c1
  6 | 5 | -1 | 5 | -31 | 5 | 6 | -14 | -3
31) CN1/C(=C/C=C(C#N)C#N)C(C)(C)c2ccccc21
  3 | -3 | i | -1 | -2 | -6 | 5 | -19 | 5
32) O=S(=O)(Cc1cc(-c2ccc(Cl)cc2)no1)c1ccccc1
  8 | -2 | 18 | 1 | -7 | -30 | -9 | 26[fluorescence artefact?] | 3
33) Cc1ccc(C)c(NC(=O)c2sc(Cl)nc2-c2ccccc2)c1
  14 | 4 | 0 | 2 | -16 | -6 | -1 | -9 | 3
34) CCN(CC)S(=O)(=O)c1ccc(C(=O)NC(C)(C)C)cc1
  -2 | -3 | -2 | 6 | -16 | -7 | 0 | -1 | 1
35) N#Cc1cc(Sc2ccccn2)c([N+](=O)[O-])cc1C#N
  10 | 4 | -12 | 4 | -19 | -2 | 3 | 1 | 0
36) COc1ccc(CC(=O)OCC(=O)N2N=C(c3ccccc3)CC2c2ccc(OC)cc2)cc1 (configuration not stated)
  12 | 9 | -8 | 1 | 14 | -4 | 0 | -10 | -2[fluorescence artefact?]
37) CCOc1ccc(-n2c(COc3ccc(C)cc3)nnc2SCC(N)=O)cc1
  20 | 7 | 4 | 5 | -27 | 22 | -10 | -11 | 0
38) CC(C)(C)NC(=O)Nc1ccccc1C(N)=O
  8 | -3 | -3 | 0 | -16 | 13 | 3 | 8 | 1
39) CCOC(=O)c1cn(Cc2c(C)c(C)c(C)c(C)c2C)nn1
  4 | 4 | -1 | -1 | 9 | -10 | 0 | -16[fluorescence artefact?] | 4
40) CSCc1nc2scc(-c3ccccc3)c2c(=O)[nH]1
  29 | 28 | -5 | -1 | -94 | 11 | -3 | 17 | 0
41) COc1cc([N+](=O)[O-])cc(/C=N/NC(=O)c2cncc(Br)c2)c1O
  9 | 5 | -2 | -3 | -10 | -16 | 6 | -23 | -4
42) O=C(CCC(=O)c1cccs1)NCc1ccncc1
  2 | -3 | 9 | -1 | 4 | -14 | 8 | -14 | 1
43) CCOc1cc(/C=N/NC(=O)c2ccncc2)cc(Cl)c1OS(C)(=O)=O
  13 | 7 | 4 | 2 | -5 | 4 | 3 | 7[fluorescence artefact?] | 1[fluorescence artefact?]
44) Cc1ccc(NC(=O)c2ccoc2C)cc1C
  7 | 6 | 3 | 6 | 1 | -6 | -11 | 5[fluorescence artefact?] | 5[fluorescence artefact?]
45) CCCCNc1nc(CC(C)=O)ns1
  1 | 2 | 21 | 3 | -13 | -17 | 1 | 3 | 2
46) Cc1nc(CCNC(=O)COc2ccccc2)cs1
  10 | 5 | 2 | -1 | -1 | -5 | 0 | 6 | 0
47) Cc1cccc(N2CCN(C(=O)Cc3c(C(=O)O)[nH]c4ccc(Cl)cc34)CC2)c1C
  18 | 10 | . | 2 | -14 | -1 | 3 | -10 | 6
48) Clc1ccc(-c2csc3ncnc(N4CCc5ccccc5C4)c23)cc1
  5 | -4 | -6 | 1 | -20 | 4 | -7 | -4 | 0
49) COc1cc(N=c2ssnc2Cl)c(OC)cc1Cl
  4 | 3 | -2 | -1 | . | 1 | 2 | 52[fluorescence artefact?] | 73*[fluorescence artefact?]
50) O=C(N/N=C/c1ccc2c(c1)OCO2)c1cc(-c2ccccc2)nc2ccccc12
  16 | 17 | -3 | -1 | -10 | -11 | 1 | 38 | 2
51) COc1ccc(NC(=S)N(Cc2cccnc2)Cc2ccco2)cc1
  9 | -3 | -2 | -3 | 0 | -2 | 5 | -2 | 3
52) CCN1CCN(C(=O)c2cc3nc(-c4ccccc4)cc(C(F)(F)F)n3n2)CC1
  4 | -9 | 6 | 1 | 2 | -51 | 0 | -1 | 2
53) O=c1c2ccccc2nnn1CSc1nnc(-c2cccnc2)n1-c1ccccc1F
  7 | 2 | -5 | -2 | -17 | 2 | 0 | -2 | 4[fluorescence artefact?]
54) Cc1ccc(S(=O)(=O)N2CCCCC2)cc1NC(=O)c1ccc2ccccc2n1
  12 | 9 | 8 | -1 | -2 | -4 | 0 | -11 | 11
55) O=C(CCCN1C(=O)/C(=C/c2cccc(Br)c2)SC1=S)Nc1cccnc1
  10 | 1 | . | 2 | -5 | 9 | 4 | 8 | 6
56) c1cncc(CSc2ccc(-c3cccs3)nn2)c1
  8 | -1 | -2 | 6 | -1 | -1 | -2 | -5 | 1
57) O=C(c1ccccc1F)N1CCOCC1
  7 | -4 | -1 | -4 | 2 | -17 | 6 | -10 | 0
58) COc1ccc(C(=O)N2CCN(C3CCC(c4ccccc4)CC3)CC2)cc1OC (configuration not stated)
  28 | 15 | 0 | -3 | -23 | -20 | -1 | 21 | -9

Just p97 ATPase inh, KLK5 inh and FXIa inh, for some of the entries so far:
cpd | smiles | p97 ATPase inh | KLK5 inh | FXIa inh
50 | O=C(N/N=C/c1ccc2c(c1)OCO2)c1cc(-c2ccccc2)nc2ccccc12 | 1 | -11 | 17
51 | COc1ccc(NC(=S)N(Cc2cccnc2)Cc2ccco2)cc1 | 5 | -2 | -3
